Bioassay records as filed in PubChem BioAssay.
esBAF inh: blocks esBAF chromatin remodeling in mouse ES cells; reporter increase, % at 12.5 µM; actives 2% (n = 350,000); Bmi1-luciferase knock-in reporter, 24 h; 100% = twice the neutral-well signal; AID 602393; in the data active = activation above about 40%; inconclusive = no clear call, values can overlap the other calls;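 also: 0% = median of the plate's neutral control wells and 100% = double that signal; a rise in the Bmi1 reporter signal indicates esBAF inhibition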
S100A4 inh HTS: S100A4-myosin IIA interaction inhibition; S100A4/TAMRA-MyoIIA peptide fluorescence polarization; actives 0.14% (n = 360,000); inhibition, % at 10.7 µM;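 active = mean inhibition of at least 70% across replicates, with every replicate also reaching that level; inconclusive = mean inhibition reaches 70% but some replicates fall short; inactive = mean inhibition below 70%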
Target sequence (P26447 whole entry, looked up): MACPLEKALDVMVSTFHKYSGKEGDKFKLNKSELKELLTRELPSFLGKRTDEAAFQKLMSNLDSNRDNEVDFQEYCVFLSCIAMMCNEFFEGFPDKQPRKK
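Material: S100A4 monomer (human). Medium: Calcium-containing HEPES buffer, pH 7.2. Probe or stimulus: labelled myosin peptide probe, 5 nM. Compound dosing: one concentration per compound. Timing: polarization read 5 min after assay mix addition, stable 5–60 min. Benchmarks: DMSO as neutral control, TFP as positive control.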
ERp5 block: inhibitors of human ERp5; ERp5 insulin aggregation, absorbance 650 nm, 90 min; AID 651711; actives 0.05% (n = 350,000); inhibition, % at 9.99 µM;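 active = mean replicate inhibition above about 25%, with every replicate also reaching it, limit read from the data, passing the limit was not always enough; inconclusive = only one of those two criteria met; inactive = neither criterion met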
XiGFP reactiv: reactivates the inactive X chromosome in mouse fibroblasts | XiGFP mouse fibroblasts, % GFP-positive cells imaging, 3 d; cells co-treated with 5-aza-dC sensitizer; scaled so ellipticine positive control = 100% | activation, % at 7.58 µM | actives 0.055% (n = 360,000) | AID 743238;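 active = mean normalized replicate activation at least 10% and every replicate at or above 10%; inconclusive = only one of the two criteria met; inactive = mean below 10% and not all replicates reach 10%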;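 also: 0% = median of on-plate neutral control wells and 100% = ellipticine 6 µM median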
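System: SV40-immortalized XiGFP fibroblast cells, line 68-5-11 / Incubation: 3-day compound exposure, then 15 min fixation at room temperature / Compound: single concentration per compound, delivered by pin transfer / Buffer or medium: DMEM plus 5-aza-dC sensitizer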
RAD52 anneal inh: blocks human RAD52 DNA annealing | recombinant RAD52 DNA annealing, FRET fluorescence | inhibition, % at 18.7 µM | P43351 | actives 0.46% (n = 360,000);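 active = every replicate showing at least 50% inhibition; inconclusive = mean inhibition at least 50% but not in every replicate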
E-selectin induc: E-selectin induction on HUVECs; P16581; HUVEC E-selectin immunofluorescence imaging; normalized: neutral wells 0, TNF-alpha wells 100; activation, % at 7.58 µM; actives 0.37% (n = 260,000); AID 686992;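 active = mean E-selectin-positive cell signal at least 10% of the positive control, reached in at least 60% of replicates, without over 20% cell loss; inconclusive = no rule given, readout overlaps actives, possibly toxicity-flagged; inactive = the rest, including those meeting only one limit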;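 also: in these data hits start at about 27%; measured in HUVEC primary endothelial cells; signal is the percent of cells scored E-selectin positive by PE staining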
Target sequence (P16581 whole entry, looked up): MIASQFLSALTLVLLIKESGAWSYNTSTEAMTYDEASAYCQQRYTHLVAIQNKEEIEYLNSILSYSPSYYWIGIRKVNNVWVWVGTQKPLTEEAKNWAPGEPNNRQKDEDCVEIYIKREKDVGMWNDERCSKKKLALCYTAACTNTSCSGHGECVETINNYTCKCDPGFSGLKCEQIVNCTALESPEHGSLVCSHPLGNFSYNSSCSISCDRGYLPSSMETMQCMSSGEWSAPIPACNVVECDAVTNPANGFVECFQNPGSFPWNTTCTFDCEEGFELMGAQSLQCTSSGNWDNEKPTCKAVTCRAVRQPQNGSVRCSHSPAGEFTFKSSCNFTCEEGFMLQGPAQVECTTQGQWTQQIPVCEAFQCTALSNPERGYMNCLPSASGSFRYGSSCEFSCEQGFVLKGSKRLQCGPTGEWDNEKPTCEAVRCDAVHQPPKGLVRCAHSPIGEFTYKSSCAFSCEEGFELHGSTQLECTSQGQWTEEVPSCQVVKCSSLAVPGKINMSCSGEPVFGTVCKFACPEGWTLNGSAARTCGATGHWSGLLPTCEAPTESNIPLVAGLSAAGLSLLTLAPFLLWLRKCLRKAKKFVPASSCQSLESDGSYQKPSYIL
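Assay system: HUVEC primary endothelial cells. Input: 3,000 HUVEC seeded per well. Doses: one compound dose added by pin transfer. Read-out basis: % PE-positive cells. Benchmarks: TNF-alpha high, DMSO low. Detection: immunofluorescence imaging. Buffer or medium: EGM-2, gelatin.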
ERAP1 HTS inh: blocks human ERAP1 aminopeptidase activity. inhibition, % at 10.7 µM. actives 0.15% (n = 340,000). AID 652197. recombinant ERAP1, Leu-AMC fluorescence, 60 min. Q9NZ08;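 active = mean replicate inhibition of at least 30%, or all replicates individually reaching that 30% level; inactive = mean below 30% and not every replicate reaching it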;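 also: 0% = neutral control wells and 100% = L-leucinethiol positive control wells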
RAD54 branch: inhibitors of human RAD54 branch migration; RAD54 Holliday junction branch migration, FAM/BHQ fluorescence; actives 0.14% (n = 360,000); AID 602329; Q92698; inhibition, % at 10.4 µM;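 active = mean normalized replicate activity at least 40 and at least half of replicates scoring 40 or more; inconclusive = only one of the two criteria met; inactive = mean below 40 and under half of replicates reaching 40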;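 also: 0% = median of neutral control wells and 100% = median of positive control wells; inhibitors cause a drop in the FAM fluorescence signal; in these data hits start at about 50%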
Numbers without * were called inactive; ? = inconclusive; · = no result given; & = joins results of further samples.

SMILES | S100A4 inh HTS | RAD52 anneal inh | esBAF inh | ERp5 block | E-selectin induc | ERAP1 HTS inh | XiGFP reactiv | RAD54 branch
O=C(O)c1ccc2nnn(O)c2c1 | 0 | -8 | -4 | -1 | · | -5 | 0.0 | -6
CC(C)(C)c1ccc(S(=O)(=O)C(C)(C)C)cc1 | 5 | -9 | 8 | 1 | · | 2 | 0.0 | -5
O=C1NC[C@@H](CCCCN2C[C@H](Cc3ccc(O)cc3)N(CCC3CCCCC3)C(=O)C2=O)N(CC2CCCCC2)C1=O | 23 | 15 | · | 3 | 0.0 | · | -0.1 | ·
Cc1ccsc1C(C(=O)NC(C)(C)C)N(C(=O)c1csnn1)c1ccccc1 (configuration not stated) | 1 | -14 | · | 0 | · | -3 | -0.1 | ·
C[C@@H]1CN([C@@H](C)CO)C(=O)c2cc(C#CC3CCCC3)cnc2O[C@@H]1CN(C)S(=O)(=O)c1cccc(F)c1 | 11 | 4 | 0 | 0 | 0.6 | 0 | 0.1 | 3
CCCNC(=O)N[C@@H]1CC[C@@H](CCn2cc(C3CC3)nn2)O[C@@H]1CO | 13 | 10 | -1 | -2 | -0.7 | 4 | 0.4 | 5
O=S(=O)(c1ccc(NC(=S)N2CCCCC2)cc1)N1CCCCC1 | 9 | -9 | · | 0 | -0.5 | 1 | -0.1 | ·
Cc1ccc(-n2nnnc2-c2ccccc2)cc1 | 4 | -1 | 1 | -3 | -0.5 | -1 | 0.0 | -5
CC/C(=N/N=C(/CC)c1ccc(O)cc1)c1ccc(O)cc1 | -7 | -15 | -1 | · | · | 0 | -0.1 | -1
CC(C)NC(=O)N[C@H]1CC[C@H](CCn2cc(-c3ccccc3)nn2)O[C@H]1CO | 9 | 8 | 9 | 4 | -0.5 | 0 | 0.0 | 7
NC(=O)CC(NC(=O)Cc1ccc(Br)cc1)c1ccc(N2CCN(c3ccccc3)CC2)c([N+](=O)[O-])c1 (configuration not stated) | · | · | -2 | · | 0.7 | · | 0.0 | -1
CC1CC(C)(C)NC(=S)O1 (configuration not stated) | -1&-11 | -10&2 | · | 3&3 | 0.6 | 2&0 | -0.1&0.0 | ·
C[C@@H]1CN([C@H](C)CO)C(=O)Cc2cc(NC(=O)Cn3cnnn3)ccc2O[C@H]1CN(C)S(C)(=O)=O | · | · | 0 | · | -11 | · | 0.4 | -1
COc1ccc(CN2CCC3CC2c2cc(-c4cccc(C)c4)ccc23)cc1 (configuration not stated) | 3 | -19 | -5 | 1 | -0.1 | 1 | · | 4
C/C=C/c1ccc(OCC(=O)OCC2=C(C(=O)OCC)C(C)NC(=O)N2)c(OC)c1 (configuration not stated) | 12 | -10 | · | 2 | · | 1 | 0.3 | ·
C[C@@H]1CN([C@@H](C)CO)C(=O)Cc2cc(NC(=O)CCN3CCOCC3)ccc2O[C@H]1CN(C)C(=O)Nc1ccc(F)cc1 | 3 | -9 | -2 | 0 | 0.6 | -1 | 0.1 | 1
COc1ccc(NC(=O)CN2C(=O)COc3ccc(S(=O)(=O)N4CCOCC4)cc32)c(OC)c1 | 10 | 0 | 2 | -3 | · | 1 | 0.0 | 2
C[C@H](O)C#Cc1ccc([C@@H]2[C@H]3CN(C(=O)c4ccncc4)CCCCN3[C@H]2CO)cc1 | 6 | 1 | 1 | -3 | -0.4 | 1 | 0.1 | 7
Cn1cncc1C#Cc1c(C=O)n(C)c2ccccc12 | 10 | -50 | 5 | -2 | 0.0 | -7 | -0.1 | -4
COCC(=O)Nc1ccc2c(c1)OC[C@H](C)N(C(=O)Cc1ccccn1)C[C@H](C)[C@H](OC)CN(C)C2=O | -26 | -16 | -1 | 1 | -0.3 | 0 | 0.0 | -4
CN(C)C(=O)c1ccc(-c2ccc([C@@H]3[C@@H](C#N)N(C(=O)C4CCC4)[C@H]3CO)cc2)cc1 | -32 | 2 | -3 | -11 | 0.1 | -1 | -0.1 | -3
O=C(NNC(=O)c1ccc(Cl)c(S(=O)(=O)Nc2ccc(Cl)cc2)c1)c1ccc(=O)[nH]c1 | -2 | -3 | · | 7 | 0.3 | 0 | 0.0 | ·
CN(Cc1ccccc1F)C[C@H]1[C@@H](c2ccccc2)[C@@H](CO)N1S(C)(=O)=O | 5 | -3 | · | -5 | 0.1 | 0 | 0.3 | ·
COc1ccc(C(=O)NC(=S)N2CCN(c3ccccc3OC)CC2)cc1OC | -5 | -10 | 9 | -7 | · | 4 | 0.0 | 10
CCCc1cc(=O)oc2cc(C)cc(OCC(=O)NC3CCN(Cc4ccccc4)CC3)c12 | 1 | -11 | -2 | · | 0.2 | -3 | 0.0 | 4
COCCNC(=O)CCN1N=C(c2ccccc2)CCC1=O | -3 | -10 | 3 | -1 | -0.1 | -2 | 0.5 | -4
C[C@@H]1CN([C@H](C)CO)C(=O)c2cc(C#CCN(C)C)cnc2O[C@H]1CN(C)Cc1ccc(-c2ccccc2)cc1 | 0 | -1 | -6 | 1 | 0.0 | -2 | 0.1 | -3
CCC(C(=O)NCCc1ccc(OC)c(OC)c1)n1nc(C)n2c(cc3occc32)c1=O (configuration not stated) | -1 | -2 | -5 | -2 | · | 1 | 0.0 | -2
Cc1sc2c(c1C)C(=O)/C(=C\Nc1ccccn1)S(=O)(=O)N2C | -2 | -4 | · | -1 | 0.1 | -5 | 0.0 | 7
COc1cc(=O)n(C)c2ccccc12 | -3 | -12 | -14 | 6 | · | -3 | · | 1
CCOC(=O)C(Cc1ccc(NC(C)=O)cc1)N1C(=O)c2ccccc2C1=O (configuration not stated) | -31 | -11 | 4 | -2 | · | 0 | 0.2 | -7
COc1ccc(CN(C)C[C@H]2OCCCC[C@H](C)Oc3ccc(NC(=O)Nc4ccc(C(F)(F)F)cc4)cc3C(=O)N([C@@H](C)CO)C[C@@H]2C)cc1 | -14 | 45 | 1 | 3 | · | 3 | -0.1 | 4
Cc1nnc2ccc(-c3cccc(NC(=O)c4ccc(Br)o4)c3)nn12 | -2 | -22 | 0 | -2 | ? | -3 | 0.0 | ·
Cc1ccc(S(=O)(=O)c2ccsc2NC(=O)c2ccccc2)cc1 | -3 | -7 | · | 2 | 0.4 | 0 | 0.1 | ·
CCN(CC)CCNC(=O)c1ccc(NC2=NC3CS(=O)(=O)CC3S2)cc1 (configuration not stated) | -2 | 0 | -3 | 2 | -0.9 | -3 | 0.1 | -1
CC(C)(C)c1ccc(-c2nc(-c3ccncc3)no2)cc1 | -1 | -7 | -26 | 7 | · | 2 | · | 4
COc1ccc(/C=C(\C#N)C(=O)OCCNC(=O)c2ccncc2)cc1 | 0 | -16 | · | 1 | ? | -2 | 0.0 | ·
Cc1ccc(C(C)C)cc1S(=O)(=O)Nc1cccnc1 | 1 | -25 | -8 | -1 | 0.3 | · | 0.2 | 1
CCNC(=O)C[C@@H]1C=C[C@@H](NC(=O)C2CCC2)[C@H](CO)O1 | -5 | 2 | 0 | 1 | 0.0 | 0 | 0.4 | 4
CCCCN(C(=O)CN1C(=O)C2CCCCC2C1=O)c1c(N)n(Cc2ccccc2)c(=O)[nH]c1=O (configuration not stated) | 2 | -2 | -4 | 1 | 1.1 | -1 | 0.6 | 3
O=C(CN1CCN(C/C=C/c2ccccc2)CC1)Nc1ccc(F)cc1F | 6 | -8 | · | 3 | 0.0 | 1 | 0.1 | ·
CCCN1C[C@@H](C)[C@H](OC)CN(C)C(=O)c2ccc(NC(=O)c3ccccc3F)cc2OC[C@@H]1C | -2 | -6 | 0 | 3 | -0.1 | · | 0.0 | -4
Cc1ccc(NC(=O)CN(C)CC(=O)NC2CCCc3ccccc32)cc1 (configuration not stated) | 0 | -19 | 0 | -3 | -0.1 | -2 | -0.3 | ·
COC(=O)c1ccc(CN2C(=O)C3CCCCC3C2=O)o1 (configuration not stated) | 0 | -10 | · | 0 | 2.9 | -2 | 0.0 | ·
COc1ccc(S(=O)(=O)N(C)C[C@H]2OCCCC[C@H](C)Oc3ccc(NC(=O)NC(C)C)cc3C(=O)N([C@H](C)CO)C[C@@H]2C)cc1 | -9 | -29 | -4 | -3 | -0.1 | -2 | 8.4 | -3
O=C(COc1ccccc1C(=O)O)Nc1ccc(SC(F)F)cc1 | 1 | -3 | 1 | -1 | · | -3 | 0.0 | 10
CC1CN(CCCCOc2ccc(Cl)c3ccccc23)CC(C)O1 (configuration not stated) | 1 | -1 | -1 | -7 | · | 6 | 0.0 | 6
CCC/C(C(=O)NCCO)=C1/c2ccccc2C(=O)N1c1ccccc1 | 2 | -48 | 1 | -13 | -0.1 | -1 | 0.0 | 4
CN(CC(=O)Nc1ccc(F)cc1[N+](=O)[O-])C1CCS(=O)(=O)C1 (configuration not stated) | 7 | -23 | -9 | 5 | -0.5 | 0 | 0.0 | 1
C[C@@H](CO)NC(=O)c1ccc2c3n(nc2c1)-c1ccccc1CO3 | -6 | -6 | -47 | 3 | 1.9 | · | 0.0 | 10
COCCN(C(=O)c1ccco1)c1nc(-c2ccc(OC)cc2)cs1 | 5 | -11 | 36 | 9 | -1.9 | -1 | 0.3 | 1
CC(=O)N1[C@@H]2Cn3c(ccc(-c4cncnc4)c3=O)[C@H]1[C@@H](C(=O)NC1Cc3ccccc3C1)[C@@H]2CO | -5 | 2 | 0 | 0 | -0.2 | 2 | 0.3 | -1
C[C@H](CO)N1C[C@H](C)[C@H](CN(C)C(=O)Nc2ccccc2)OCCCC[C@H](C)Oc2ccc(NC(=O)NC3CCCCC3)cc2C1=O | 7 | 17 | 10 | 1 | · | 1 | 0.1 | -1
COc1ccc(NC(=O)Nc2cccc3c2O[C@H](CN(C)Cc2ccc(Oc4ccccc4)cc2)[C@H](C)CN([C@H](C)CO)C3=O)cc1 | 0 | 36 | 6 | 8 | -2.3 | 0 | -0.1 | -2
CCc1ccc(-c2cc(C)no2)cc1S(=O)(=O)NC(C)Cc1ccco1 (configuration not stated) | -1 | -26 | -6 | 4 | · | 0 | 0.2 | ·
CCCC(=O)Nc1ccc2c(c1)C(=O)N(C)C[C@H](OC)[C@@H](C)CN(Cc1ccccc1F)[C@@H](C)CO2 | -16 | 10 | 14 | 0 | -0.1 | 1 | 0.2 | -7
C[C@@H]1CN([C@@H](C)CO)C(=O)c2cc(NC(=O)C3CCCCC3)ccc2O[C@@H](C)CCCCO[C@H]1CN(C)S(=O)(=O)c1ccc(F)cc1 | -9 | -39 | -3 | 2 | -0.2 | -1 | 0.0 | -4
NS(=O)(=O)c1cccc(NC(=O)COC(=O)Cn2cnc3ccccc32)c1 | 6 | -11 | -2 | 11 | -0.3 | · | -0.1 | -3
